# ASAP1 inh = inhibitors of human ASAP1 ArfGAP activity | ASAP1-stimulated ARF1 GTP hydrolysis, GDP FP detection | inhibition, % at 16.5 µM | hit rate 0.19% among 360,000; in the data active = inhibition above about 25%;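 note: 0% = vehicle with enzyme and substrate and 100% = no enzyme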
# LEDGF integ inh = blocks HIV-1 LEDGF/p75-dependent DNA integration; TR-FRET IN-LEDGF/p75 DNA integration, Eu/Cy5; inhibition, % at 3.7 µM; hit rate 0.64% among 370,000;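 active = inhibition above the screen-wide mean plus 3 SD, cut at about 13% in these data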;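 note: signal is the Cy5 over europium emission ratio at 671 and 618 nm; 0% = plate median of compound wells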
# DDE Tn7 FP inh = inhibitors of Tn7 peptide binding to human fibrin DD(E). hit rate 0.13% among 370,000. inhibition, % at 8.3 µM. FP displacement of FITC-Tn7 peptide from fibrin DD(E); 0% = median of compound wells per plate. P02675;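 active = inhibition above the mean of compounds falling within the control limits plus 3 SD of them, cut at about 14% in these data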;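 note: 0% = plate median of compound wells and 100% = 10 µM Aha-Tn7 peptide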
#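 assay system = human clot-derived fibrin DD(E) complex | quantity = Fibrin-DD(E) at 2 µM final | timing = 10 min preincubation, 3 h with tracer, room temperature | signal = fluorescence polarization | measure = percent inhibition | benchmarks = high control wells with 10 µM unlabelled Aha-Tn7 peptide (full inhibition) | replicates = singlicate testing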
# PLCg1 inh = PLC-gamma1 (human) inhibition, primary screen. purified PLC-gamma1, fluorogenic substrate, fluorescence. inhibition, % at 12.2 µM. hit rate 0.84% among 370,000. AID 720700; in the data active = inhibition above about 9.5%
# Target sequence (P19174 whole entry, looked up): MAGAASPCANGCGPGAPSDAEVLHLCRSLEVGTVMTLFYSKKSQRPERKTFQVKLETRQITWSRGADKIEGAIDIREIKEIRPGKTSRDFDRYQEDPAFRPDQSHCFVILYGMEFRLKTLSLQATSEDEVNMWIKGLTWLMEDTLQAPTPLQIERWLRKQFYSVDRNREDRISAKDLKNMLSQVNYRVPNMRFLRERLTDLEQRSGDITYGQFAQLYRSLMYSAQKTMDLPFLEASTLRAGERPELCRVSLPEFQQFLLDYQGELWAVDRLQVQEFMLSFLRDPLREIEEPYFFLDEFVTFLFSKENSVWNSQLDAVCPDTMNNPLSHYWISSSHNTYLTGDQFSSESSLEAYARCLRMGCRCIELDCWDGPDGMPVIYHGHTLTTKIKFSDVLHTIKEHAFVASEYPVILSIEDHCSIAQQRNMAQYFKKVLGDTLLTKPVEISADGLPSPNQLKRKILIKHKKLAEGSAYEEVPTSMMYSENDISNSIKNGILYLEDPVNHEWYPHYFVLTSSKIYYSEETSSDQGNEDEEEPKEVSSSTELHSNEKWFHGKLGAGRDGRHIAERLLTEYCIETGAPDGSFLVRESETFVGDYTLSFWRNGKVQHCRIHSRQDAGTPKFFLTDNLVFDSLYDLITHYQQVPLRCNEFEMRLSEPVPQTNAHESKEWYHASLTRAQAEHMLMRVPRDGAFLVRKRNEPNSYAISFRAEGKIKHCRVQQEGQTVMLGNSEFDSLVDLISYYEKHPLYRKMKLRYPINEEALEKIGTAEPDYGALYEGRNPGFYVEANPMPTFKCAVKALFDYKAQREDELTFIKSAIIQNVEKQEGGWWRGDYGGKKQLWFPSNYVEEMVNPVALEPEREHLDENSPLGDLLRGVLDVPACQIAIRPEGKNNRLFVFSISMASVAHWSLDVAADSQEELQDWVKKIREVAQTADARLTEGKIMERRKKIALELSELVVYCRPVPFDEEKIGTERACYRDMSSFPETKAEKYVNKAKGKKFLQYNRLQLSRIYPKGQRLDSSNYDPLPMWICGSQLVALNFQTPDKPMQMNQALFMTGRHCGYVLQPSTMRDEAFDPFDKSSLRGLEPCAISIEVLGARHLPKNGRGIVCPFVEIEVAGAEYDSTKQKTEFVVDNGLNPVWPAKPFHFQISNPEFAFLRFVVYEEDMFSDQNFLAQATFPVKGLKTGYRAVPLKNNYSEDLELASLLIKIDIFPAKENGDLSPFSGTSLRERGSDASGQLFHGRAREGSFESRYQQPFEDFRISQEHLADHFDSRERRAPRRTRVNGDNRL
# ADAM10 inh = inhibitors of human ADAM10 | hit rate 0.62% among 370,000 | inhibition, % at 7 µM | O14672 | recombinant ADAM10, EDANS/DABCYL FRET peptide cleavage, 3 h;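 active = inhibition above a per-campaign cutoff equal to the mean of compounds falling between control-based bounds plus 3 SD, cut at about 20% in these data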;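 note: 0% = DMSO wells while the 100% control is not disclosed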
# Tn6 DDE FP = DD(E)-Tn6 binding inhibition, primary FP screen. AID 720509. P02675. hit rate 0.21% among 370,000. inhibition, % at 8.3 µM. Fibrin DD(E) TRITC-Tn6 fluorescence polarization displacement;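 active = inhibition above a per-campaign cutoff: mean of compounds within control limits plus 3 SD, cut at about 15% in these data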;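 note: 0% = median of all compound wells on the plate and 100% = blocking peptide control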
# KLK7 zymogen act = activators of human kallikrein-7 zymogen. hit rate 0.9% among 370,000. P49862. activation, % at 7 µM. AID 652039. purified proKLK7, EDANS-DABCYL substrate fluorescence; 100% is mature enzyme control, 0% vehicle;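 active = activation above the mean of all tested compounds plus 3 SD, computed per campaign excluding outliers beyond control limits, cut at about 13% in these data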
# TDP2 inh = TDP2 (human) inhibition, absorbance primary screen; O95551; recombinant TDP2, T5PNP hydrolysis, p-nitrophenol absorbance 415 nm; inhibition, % at 12.8 µM; hit rate 0.34% among 370,000;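 active = inhibition above the mean of all tested compounds plus 3 SD, set per campaign, cut at about 25% in these data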;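 note: 0% = DMSO with enzyme and 100% = buffer with substrate but no TDP2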
#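 Assay system: Recombinant human TDP2 | Quantity: 120 nM TDP2 per well | Incubation: 2 h at 37 °C | Signal: Epi absorbance | Evaluation: Percent inhibition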
# ADAM17 inh = inhibits human ADAM17. recombinant ADAM17, EDANS/DABCYL FRET peptide cleavage. P78536. hit rate 0.83% among 370,000. inhibition, % at 6.95 µM. AID 720648;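 active = inhibition above the mean of compounds lying between control limits plus 3 SD, set per campaign, cut at about 8.5% in these data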;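 note: 0% = DMSO-only wells as the low control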
# ARFGAP1 inh = rat ARFGAP1 inhibition | AID 651572 | Q62848 | hit rate 0.26% among 360,000 | inhibition, % at 16.5 µM | Arfgap1-stimulated ARF1 GTP hydrolysis, GDP FP detection;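 active = inhibition above a per-plate limit, mean inhibition of low control wells plus 3 SD, cut at about 25% in these data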;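 note: 0% = DMSO wells with enzyme and 100% = wells lacking Arfgap1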
#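 Material: truncated rat Arfgap1 GAP domain; Incubation: compound-enzyme preincubation 20 min, reaction 120 min, detection 60 min, 25 °C; Read-out: percent inhibition of Arfgap1-stimulated GTP hydrolysis; Technique: FP, GDP Alexa 633 tracer displaced from anti-GDP antibody, 620/688 nm; Controls: No-Arfgap1 wells (100%) versus DMSO full-reaction wells (0%); Replication: single well per compound.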
# Starred values were filed as active, the others as inactive; i = inactive.
SMILES,ASAP1 inh,LEDGF integ inh,DDE Tn7 FP inh,PLCg1 inh,ADAM10 inh,Tn6 DDE FP,KLK7 zymogen act,TDP2 inh,ADAM17 inh,ARFGAP1 inh
CC(=O)Nc1ccc(NC(=O)C(C)OC(=O)C2CCN(S(=O)(=O)c3ccccc3C(F)(F)F)CC2)cc1 (stereo not drawn),-3,-4,3,0,4,1,-0.3,4,3,-1
CCOC(=O)C1=C2c3cc(OC)c(OC)cc3CC(C)(C)N2C(=O)C1=O,2,3,-7,-112,-149,7,24*,-5,-44,4
CN(Cc1ccccc1)C(=O)Cn1c(=O)oc2cc(S(=O)(=O)NCc3ccccc3)ccc21,8,-5,1,2,-12,4,-0.6,-3,0,10
CCCn1c2c(c(O)c(C(=O)Nc3ccc(OC)cc3)c1=O)CCCC2,-7,0,-1,-1,-7,4,0.3,6,-4,1
CCN(CC)C(=O)C(=O)Nc1ccc(OC)c(Cl)c1,-3,-5,3,-2,2,-4,0.8,-3,-3,2
COc1ccc(OC)c2c1sc(=NC(=O)c1cccc(N3C(=O)CCC3=O)c1)n2C,-3,0,-5,-1,-9,2,0.1,-3,4,7
O=C(COC(=O)c1cc2ccccc2cc1O)NCc1ccccc1,-4,-3,6,-33,-14,2,4.9,0,-4,-1
CCOc1ccc(OCCC(=O)N2CCN(S(=O)(=O)c3cccc(F)c3)CC2)cc1,3,-2,-7,0,0,4,-0.5,3,-3,4
Cc1[nH]nc2c1C(c1c[nH]c3ccccc13)C(C#N)=C(N)O2 (stereo not drawn),-11,-4,6,-4,-6,-2,0.1,-4,-1,16
O=C(CSc1nncn1-c1ccccc1F)NC1CC1,-4,0,5,2,-20,4,0.2,7,-6,-9
CC(C)[C@H](NC(=O)CC1CCCC1)C(=O)N1CCC[C@H]1C(=O)NCc1ccccc1,4,0,-5,4,-3,5,0.0,-12,1,16
CCOC(=O)c1cnc2ccc(OCC)cc2c1N1CCN(C)CC1,-4,-2,-7,-5,8,0,0.4,7,-3,4
CC(C)C1Oc2ccccc2N(CC(=O)N(C)C2CCCCC2)C1=O (stereo not drawn),-9,-6,-1,0,-4,-8,-0.1,-6,-6,18
Cc1ccc(-n2nc3c(c2NC(=O)c2c(-c4ccccc4Cl)noc2C)CS(=O)(=O)C3)c(C)c1,-3,3,2,-3,8,7,0.3,2,-2,-2
COc1ccc(S(=O)(=O)c2c(O)c3ccc(C(=O)Nc4ccc(F)cc4F)cc3[nH]c2=O)cc1,-5,1,6,-7,-10,4,-0.7,3,-5,-5
CC1C(=O)N(Cc2cn(CCC3OCCCO3)nn2)CCS(=O)(=O)N1Cc1ccc(-c2ccc(Cl)nc2)cc1 (stereo not drawn),-3,-2,5,-1,-12,0,-0.6,4,-2,6
CCOc1ccc(C(=O)Nc2c(C(=O)N3CCC(N4CCCCC4)CC3)oc3ccccc23)cc1,-9,-2,3,-2,1,-3,0.1,15,1,-2
CC1CN(N=Cc2ccc([N+](=O)[O-])o2)C(=N)O1 (stereo not drawn),-6,-2,-4,-13,-21,1,0.0,-2,-1,8
O=C(NC(=S)NCc1cccnc1)c1ccccc1F,7,3,-5,-6,8,6,0.8,15,2,16
Cc1[nH]c(-c2ccc(F)cc2)cc1C(=O)N1CCN(c2ccccc2)CC1,-5,-4,-4,0,2,-4,0.4,2,2,4
Cc1ccc(-n2c(C)cc(C(=O)COC(=O)c3ccc[nH]c3=O)c2C)cc1,-2,-1,0,3,-2,8,0.2,8,-2,5
CC(C)(C)OC(=O)C[C@H]1C/C=C\C[C@@H](CC(=O)NCCO)C(=O)N[C@H](Cc2ccccc2)COC1=O,0,0,2,0,-10,2,0.6,-2,-2,7
CC(=O)n1ccnc1,5,2,-3,0,-4,-9,0.0,10,-6,2
NS(=O)(=O)c1cccc(NS(=O)(=O)c2ccc(/C=C/C(=O)OCC(=O)c3ccc(Br)cc3)cc2)c1,2,0,-1,3,7,1,-0.4,18,2,-1
O=C(CN1c2cccc3cccc(c23)S1(=O)=O)NCc1ccc(F)cc1,3,-4,0,-389,i,-12,11,-6,-98,9
O=C(Cn1cc(C(F)(F)F)cc(Cl)c1=O)Nc1cc(Cl)cc(Cl)c1,4,-1,6,0,-3,1,-0.5,6,1,2
Cc1cc(C(=O)OCC(=O)N2c3ccccc3NC(=O)C2(C)C)c(C)n1-c1ccccc1,13,0,-16,4,0,5,0.5,-5,4,-4
Cc1c(NC(=O)N2CCCCCC2)c(=O)n(-c2ccccc2)n1C,-4,2,3,1,-6,5,0.5,8,-4,-2
O=C(O)c1ccc2c(c1)c1c3n2CCNC3CCC1 (stereo not drawn),-4,1,-1,-86,-12,5,6.0,14,-11,-4
Cc1cccnc1NC(=O)CCc1c[nH]c2ccccc12,-1,-6,4,2,-7,-1,-1.0,-2,-5,11

# Nothing new here: 13 of the compounds above.
SMILES,ASAP1 inh,LEDGF integ inh,DDE Tn7 FP inh,PLCg1 inh,ADAM10 inh,Tn6 DDE FP,KLK7 zymogen act,TDP2 inh,ADAM17 inh,ARFGAP1 inh
COc1ccc(S(=O)(=O)c2c(O)c3ccc(C(=O)Nc4ccc(F)cc4F)cc3[nH]c2=O)cc1,-5,1,6,-7,-10,4,-0.7,3,-5,-5
CC1C(=O)N(Cc2cn(CCC3OCCCO3)nn2)CCS(=O)(=O)N1Cc1ccc(-c2ccc(Cl)nc2)cc1 (stereo not drawn),-3,-2,5,-1,-12,0,-0.6,4,-2,6
CCOc1ccc(C(=O)Nc2c(C(=O)N3CCC(N4CCCCC4)CC3)oc3ccccc23)cc1,-9,-2,3,-2,1,-3,0.1,15,1,-2
CC1CN(N=Cc2ccc([N+](=O)[O-])o2)C(=N)O1 (stereo not drawn),-6,-2,-4,-13,-21,1,0.0,-2,-1,8
O=C(NC(=S)NCc1cccnc1)c1ccccc1F,7,3,-5,-6,8,6,0.8,15,2,16
Cc1[nH]c(-c2ccc(F)cc2)cc1C(=O)N1CCN(c2ccccc2)CC1,-5,-4,-4,0,2,-4,0.4,2,2,4
Cc1ccc(-n2c(C)cc(C(=O)COC(=O)c3ccc[nH]c3=O)c2C)cc1,-2,-1,0,3,-2,8,0.2,8,-2,5
CC(C)(C)OC(=O)C[C@H]1C/C=C\C[C@@H](CC(=O)NCCO)C(=O)N[C@H](Cc2ccccc2)COC1=O,0,0,2,0,-10,2,0.6,-2,-2,7
CC(=O)n1ccnc1,5,2,-3,0,-4,-9,0.0,10,-6,2
NS(=O)(=O)c1cccc(NS(=O)(=O)c2ccc(/C=C/C(=O)OCC(=O)c3ccc(Br)cc3)cc2)c1,2,0,-1,3,7,1,-0.4,18,2,-1
O=C(CN1c2cccc3cccc(c23)S1(=O)=O)NCc1ccc(F)cc1,3,-4,0,-389,i,-12,11,-6,-98,9
O=C(Cn1cc(C(F)(F)F)cc(Cl)c1=O)Nc1cc(Cl)cc(Cl)c1,4,-1,6,0,-3,1,-0.5,6,1,2
Cc1cc(C(=O)OCC(=O)N2c3ccccc3NC(=O)C2(C)C)c(C)n1-c1ccccc1,13,0,-16,4,0,5,0.5,-5,4,-4

# Later entries
SMILES,ASAP1 inh,LEDGF integ inh,DDE Tn7 FP inh,PLCg1 inh,ADAM10 inh,Tn6 DDE FP,KLK7 zymogen act,TDP2 inh,ADAM17 inh,ARFGAP1 inh
CCOC(=O)c1nc(Nc2ccc(N3CCOCC3)cc2)c2ccccc2n1,-8,1,-3,4,1,5,-0.3,-4,1,4
COc1ccc(OCC(=O)N2CCc3c([nH]c4ccccc34)C2c2ccccn2)cc1 (stereo not drawn),2,2,-8,-11,4,-9,0.2,-8,2,19
COC(=O)c1sc(NC(=O)c2ccc([N+](=O)[O-])o2)c(C#N)c1C,-7,1,3,0,-2,-2,-0.4,6,1,-11
CC1CN(C(=O)c2ccc(-c3cccc(C(F)(F)F)c3)o2)CC(C)O1 (stereo not drawn),1,2,-6,0,13,-1,0.3,-21,-1,-6
COc1ccc(C)cc1NC(=O)CSc1nnc2ccc(-c3ccccn3)nn12,-12,1,1,0,-4,-3,0.2,4,-5,5
NC(=O)CSc1nnc(-c2ccncc2)n1CCc1ccccc1,-10,3,-1,-4,-11,3,-0.4,-3,-3,2
C/C=C\C(=O)Nc1cccc(C2=NOC3(C2)C[C@H](C(N)=O)N(C(=O)/C=C/CC)C3)c1 (stereo partly drawn),0,-1,3,-1,3,1,-0.2,8,2,3
CN(C)c1ccc(CN2CCC(C(N)=O)CC2)cc1,2,-1,10,0,-8,-1,-0.3,8,-2,2
O=C(Nc1ccc(-c2nc3cc(NC(=O)c4cccs4)ccc3o2)cc1)c1cccs1,-3,2,4,-1,0,1,0.0,-12,1,1
CC1CC(=O)N(c2ccc(NCCc3ccccc3)c([N+](=O)[O-])c2)C1=O (stereo not drawn),-3,3,-4,2,1,11,-0.6,-6,0,-5
CC1CCCC(C)N1C(=O)COC(=O)c1c[nH]c2ccccc12 (stereo not drawn),-5,-11,9,0,-7,6,-0.5,-3,-4,22
Cc1ccc(CC2CC(=O)N(CCc3ccccc3)C2=O)cc1 (stereo not drawn),-8,-1,8,-2,9,2,-0.3,4,-6,15
COc1ccc2c(c1)C(=O)N(c1ccccc1)C(=O)C2,9,2,-12,-12,-12,7,-1.0,-2,-4,6
S=c1[nH]nc(CNc2cccc(Cl)c2)o1,3,-4,4,-2,-6,2,-0.4,11,-5,-2
O=C(CSc1nnc(SCc2ccc(Cl)cc2)s1)c1ccc2c(c1)OCO2,-6,7,4,1,7,12,-0.7,-6,-1,-4
O=c1cc(N2CCCCCC2)[nH]c(=O)n1-c1ccccc1Cl,-4,1,1,0,-7,0,0.0,4,0,0
CC(C)COC(=O)N(C)c1ccc(C(O)(C(F)(F)F)C(F)(F)F)cc1,-3,4,0,2,11,-6,-0.3,2,9,2
CN(C)S(=O)(=O)c1cccc(NC(=O)c2ccc3nccnc3c2)c1,-3,5,5,0,6,-5,0.2,11,-1,5
Cc1ccc2c(c1)S/C(=C/c1ccc[n+](C)c1)N2CCO,-1,-4,-5,-1,4,3,0.6,-7,1,13
